Screens (PubChem BioAssay)
ER stress death – protection against thapsigargin ER stress killing – CSM14.1 cells, ATP luminescence, primary screen; relative survival (cellular ATP), % at 15 µg/mL (by protocol); AID 1010, 2008; CSM14.1 thapsigargin ER stress survival; actives 0.33% (n = 48,000);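 active means survival measured by cellular ATP above 50% at 15 µg/ml in the first screen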;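 further: cell death triggered by about 15 µM thapsigargin; ATP read 24 h after thapsigargin was added; plate controls were thapsigargin with DMSO for no effect and DMSO without thapsigargin for full effect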
* hit, by the source's call.

The first 18 records (preview)
SMILES	ER stress death
CCOC(=O)Oc1ccc2c(=O)c(Oc3ccc(OC)cc3)c(C(F)(F)F)oc2c1	3
C/C(=C\C(=O)c1ccccc1)Nc1cc(C)ccc1Cl	6
C(=N\N=C1c2ccccc2-c2ccccc21)/c1ccc2c(c1)OCO2	3
Ic1ccc(OCCCCN2CCCC2)cc1	-8
CC(=O)c1ccc(NC(=S)NC(NC(=O)Cc2ccccc2)C(Cl)(Cl)Cl)cc1 (stereo unspecified)	0
O=C(COc1ccc(Cl)cc1Br)N/N=C/c1ccc([N+](=O)[O-])s1	1
COc1cc(NC(=O)c2ccc3ccccc3c2)ccc1NC(=O)c1ccco1	0
COc1cccc(OC)c1OCCOCCOc1ncnc2ccccc12	10
CCOC(=O)C1=C(O)/C(=C/c2ccc(C(C)(C)C)cc2)SC1=Nc1ccccc1	4
CC(C)(C)c1ccc(OCC(=O)Nc2sc3c(c2C(N)=O)CCCC3)cc1	-3
C/C(=N\NC(=O)C(C)Sc1nc(C)cc(C)n1)c1ccc(Br)cc1 (stereo unspecified)	-7
CC(=O)N(CCC1(Cc2ccccc2)CCOC(C)(C)C1)Cc1ccccc1 (stereo unspecified)	15
O=c1cnnc(N/N=C/c2ccccc2Br)[nH]1	5
Cc1cc(C)nc(NS(=O)(=O)c2ccc(NC(=O)c3ccc(S(=O)(=O)N4CCOCC4)cc3)cc2)n1	5
C=CCc1c(C)nc2c(C)c(-c3ccc(C)cc3)[nH]n2c1=O	8
CCCC(=O)Nc1ccc2nn(-c3ccc(C)c(Cl)c3)nc2c1	13
O=C(CCCN1C(=O)c2cccc3cccc(c23)C1=O)NCc1ccco1	-1
COc1cccc(NC(=O)COc2ccc(C(C)(C)C)cc2)c1	12

Main list, from the first entry:
SMILES	ER stress death
CCOC(=O)Oc1ccc2c(=O)c(Oc3ccc(OC)cc3)c(C(F)(F)F)oc2c1	3
C/C(=C\C(=O)c1ccccc1)Nc1cc(C)ccc1Cl	6
C(=N\N=C1c2ccccc2-c2ccccc21)/c1ccc2c(c1)OCO2	3
Ic1ccc(OCCCCN2CCCC2)cc1	-8
CC(=O)c1ccc(NC(=S)NC(NC(=O)Cc2ccccc2)C(Cl)(Cl)Cl)cc1 (stereo unspecified)	0
O=C(COc1ccc(Cl)cc1Br)N/N=C/c1ccc([N+](=O)[O-])s1	1
COc1cc(NC(=O)c2ccc3ccccc3c2)ccc1NC(=O)c1ccco1	0
COc1cccc(OC)c1OCCOCCOc1ncnc2ccccc12	10
CCOC(=O)C1=C(O)/C(=C/c2ccc(C(C)(C)C)cc2)SC1=Nc1ccccc1	4
CC(C)(C)c1ccc(OCC(=O)Nc2sc3c(c2C(N)=O)CCCC3)cc1	-3
C/C(=N\NC(=O)C(C)Sc1nc(C)cc(C)n1)c1ccc(Br)cc1 (stereo unspecified)	-7
CC(=O)N(CCC1(Cc2ccccc2)CCOC(C)(C)C1)Cc1ccccc1 (stereo unspecified)	15
O=c1cnnc(N/N=C/c2ccccc2Br)[nH]1	5
Cc1cc(C)nc(NS(=O)(=O)c2ccc(NC(=O)c3ccc(S(=O)(=O)N4CCOCC4)cc3)cc2)n1	5
C=CCc1c(C)nc2c(C)c(-c3ccc(C)cc3)[nH]n2c1=O	8
CCCC(=O)Nc1ccc2nn(-c3ccc(C)c(Cl)c3)nc2c1	13
O=C(CCCN1C(=O)c2cccc3cccc(c23)C1=O)NCc1ccco1	-1
COc1cccc(NC(=O)COc2ccc(C(C)(C)C)cc2)c1	12
O=C(CSc1nnc(-c2ccco2)o1)c1ccccc1	0
CC1=C(C(=O)Nc2ccccc2C)C(c2ccc(C)cc2)NC(=S)N1 (stereo unspecified)	7
CCOC(=O)C(C)Oc1ccc2c(=O)c(Oc3ccc(OC)cc3)coc2c1 (stereo unspecified)	13
O=c1[nH]c(O)c(C=NCc2ccccc2)c(=O)[nH]1	9
CCOc1cccc(-c2cc(C(=O)N3CC(C)CC(C)C3)c3ccccc3n2)c1 (stereo unspecified)	35
CCc1ccc(S(=O)(=O)Nc2ccc(OC(=O)c3ccc(C)cc3)cc2)cc1	-12
Cc1ccc(C(=O)Nc2ccc(Cl)cc2)o1	2
Cc1ccc(NC(=O)c2c(NC(=O)C(F)(F)F)sc(-c3ccccc3)c2C)c(C)c1	0
COc1ccccc1C(=O)NC(=S)Nc1ccccc1	5
CCN(CC)CCN1C(=O)C(O)=C(C(=O)/C=C/c2ccccc2)C1c1ccc(O)c(OC)c1 (stereo unspecified)	-5
CC(C)=C1C2C=CC1C1C(=O)N(c3ccc(Br)cc3[N+](=O)[O-])C(=O)C21 (stereo unspecified)	2
CCC(Oc1ccccc1)C(=O)Nc1nc2ccc(C)cc2s1 (stereo unspecified)	4
COc1ccc(C2CC(=O)C3=C(C2)Nc2ccccc2NC3c2ccc(NC(C)=O)cc2)cc1 (stereo unspecified)	14
CCOC(=O)c1c(C)[nH]c(N=Nc2cccc([N+](=O)[O-])c2)c1C	6
COc1cc(OC)cc(C(=O)Nc2ccc3oc(-c4ccccc4F)nc3c2)c1	2
O=c1/c(=C\c2ccccc2)sc2nc(-c3ccc(Cl)cc3Cl)nn12	0
O=C(O)c1cccc(N2C(=O)c3ccc(Oc4cccc([N+](=O)[O-])c4)cc3C2=O)c1	3
CCOC(=O)c1c(NC(=O)c2ccc(OC)c(OC)c2)sc(C(=O)Nc2ccc(C)cc2C)c1C	5
COc1ccc(N(CC(=O)Nc2ccccc2Br)S(=O)(=O)c2ccc(C)cc2)c(OC)c1	1
COc1ccc(N(CC(=O)NCc2ccccc2)S(=O)(=O)c2ccccc2)cc1	6
COc1ccc(-c2nc3cc(NC(C)=O)ccc3o2)cc1	-2
COc1ccc(/C=N/n2cnnc2SCc2ccccc2)cc1OC	9
Cc1ccc(C)n1-c1ccc(Cl)cc1C(=O)O	0
O=C(O)CCC(=O)Nc1ccc(F)cc1	3
Cc1cc(C)n(-c2nc(N(C)C)nc(N(C)C)n2)n1	-1
COc1cccc(CN2CCN(Cc3ccncc3)CC2)c1	4
C/C(=C\c1ccc(I)cc1)C(=O)c1c(C)cc(C)[nH]c1=O	-1
COc1cc(/C=C2\SC(=O)N(c3ccccc3)C2=O)ccc1O	5
COC(=O)c1ccc(COc2ccc3c4c(c(=O)oc3c2C)CCCC4)cc1	8
Cc1ccccc1NC(=O)c1ccc2ccccc2c1	4

Pulled by structure from the list above (2):
SMILES	ER stress death
COc1ccc(N(CC(=O)Nc2ccccc2Br)S(=O)(=O)c2ccc(C)cc2)c(OC)c1	1
O=C(O)CCC(=O)Nc1ccc(F)cc1	3

(further entries)
SMILES	ER stress death
CC1CCCC(C(=O)O)N1C(=O)CCSC(=O)c1ccccc1 (stereo unspecified)	5
O=C(NC1CCS(=O)(=O)C1)OC1CCCCC1 (stereo unspecified)	2
COc1cc(NC(=O)C(C)Oc2ccccc2)c(Cl)cc1NC(=O)c1ccccc1 (stereo unspecified)	7
COc1cccc(C(=O)Nc2ccc(Cl)c(C(F)(F)F)c2)c1	-3
CC1=C(C(=O)Nc2ccc(Cl)cc2)C(c2ccc(C)cc2)NC(=S)N1 (stereo unspecified)	7
CCOC(=O)CNC(=O)c1ccc([N+](=O)[O-])cc1	0
Cc1ccc(/C=C/C(=O)N2CCN(c3ccc(Cl)cc3)CC2)cc1	16
Cc1cc(C)cc(NC(=O)/C=C/c2ccccc2)c1	1
CCC1CCCCN1C(=O)Cn1nc([N+](=O)[O-])c(Cl)c1C (stereo unspecified)	2
C=CCN(CP(=O)(OCC)OCC)C(=O)c1ccccc1F	-2
O=c1oc2cc(OCc3ccccc3F)ccc2c2ccccc12	12
Cc1c(N=Cc2ccc(-c3cccc(Cl)c3)o2)c(=O)n(-c2ccccc2)n1C	3
CN(C)CCOC(=O)CCN1C(=O)/C(=C/c2c(Cl)cccc2Cl)SC1=S	-8
CCOC(=O)/C(=C\c1cccc(Br)c1)NC(=O)c1ccccc1	8
CC1(C)Cc2c(sc(NC(=O)c3ccc(Cl)cc3)c2C#N)CO1	2
COc1ccccc1C(=O)N1CCN(S(=O)(=O)c2ccc(Cl)cc2)CC1	3
Cc1ccc(CN2CCN(N=Cc3cccc(Cl)c3)CC2)c(C)c1	-2
CC(C)(C)c1ccc(O)c(N=Cc2c(O)ccc3cc([N+](=O)[O-])ccc23)c1	7
N#CC1=C(SCC(N)=O)NC(=O)CC1c1cccs1 (stereo unspecified)	-3
O=c1oc(-c2ccco2)nc2c1cnn2-c1ccccc1	23
Cc1c(NC(=O)/C=C/c2cccc([N+](=O)[O-])c2)cccc1-c1nc2ncccc2o1	2
CS(=O)(=O)N(CC(=O)Nc1ccc2ccccc2c1)c1ccc(Br)cc1	7
O=[N+]([O-])c1cccc(S(=O)(=O)NCc2ccc(F)cc2)c1	-2
COc1ccc(NC(=O)c2cc(Cl)ccc2Cl)c(OC)c1	7
Cc1cccc(OCC(=O)Nc2nc3ccccc3s2)c1	6
CCCCOC(=O)c1cccc(NC(=O)COc2ccc3c(C)cc(=O)oc3c2)c1	26
S=c1[nH]nc(-c2cccc(Br)c2)n1-c1ccccc1	4
CCCC(=O)Nc1cc2nn(-c3ccc(C)cc3)nc2cc1C	11
CN1CCN(CCCCOc2ccc(Br)cc2)CC1	-2
CC(=O)CC(O)(c1ccccc1)C(F)(F)C(F)F (stereo unspecified)	5
COc1cc(NS(=O)(=O)c2ccc(N/C=C/C(=O)c3cccs3)cc2)nc(OC)n1	6
CCOC(=O)c1c(-c2ccccc2)csc1NC(=O)C1CCCN1S(=O)(=O)c1ccc(Cl)cc1 (stereo unspecified)	9
Cc1cc(NC(=O)c2ccc(Cl)cc2Cl)ccc1NC(=O)c1ccccc1	4
CC1CCN(C(=O)c2cc3n(n2)C(C(F)(F)F)CC(c2ccccc2)N3)CC1 (stereo unspecified)	2
CCOc1ccc(N2C(=O)S/C(=C\c3ccccc3OC)C2=O)cc1	0
Cc1nn(C(=O)c2ccc(Cl)cc2)c(C)c1Sc1ccc([N+](=O)[O-])cc1	3
COc1ccc(C2CC(=O)C3=C(C2)Nc2ccccc2NC3c2ccc3c(c2)OCO3)cc1 (stereo unspecified)	5
Cc1cccc(C)c1-n1c(C)cc(/C=N/NC(=O)CN2CCOCC2)c1C	-4
Cc1nn(-c2ccccc2)c2c1C(c1ccccc1)C(C#N)=C(N)O2 (stereo unspecified)	-3
CC(=O)Nc1ccc2c(c1)C1C=CCC1C(c1ccccc1[N+](=O)[O-])N2 (stereo unspecified)	11
C(=C\c1ccccc1)/CSc1nnc(-c2cccs2)n1-c1ccccc1	-4
Cc1ccc(SCC(=O)Nc2cccc(Br)c2)cc1	0
Cc1cc(-c2ccc(/C=C3\Sc4ccccc4C3=O)o2)cc([N+](=O)[O-])c1C	6
Cc1ccc(S(=O)(=O)NCCC(=O)NC(C)(C)C)cc1	13
COc1ccc(N(CC(=O)Nc2ccc(Cl)cc2)S(C)(=O)=O)cc1	2
CCCCc1nnc(NC(=O)CCN2C(=O)/C(=C/c3ccccc3)SC2=S)s1	10
Cc1ccccc1/C=N/NC(=O)c1ccc(-c2ccccc2)cc1	7
CCOC(=O)c1sc(C)c2c(=O)n(CC(=O)c3ccc(Br)cc3)nnc12	4
O=c1c([N+](=O)[O-])c(N2CCCCCC2)c2ccccc2n1-c1ccccc1	1
O=C(/C=C/c1cccc([N+](=O)[O-])c1)Nc1nc2ccccc2s1	-6
CSc1ccc(/C=C(/NC(=O)c2ccccc2)C(=O)N2CCOCC2)cc1	7
CCN1C(=O)/C(=C\c2cc(Cl)ccc2OCCOc2cccc(OC)c2)SC1=S	18
Cc1cc(Cl)ccc1OCCCC(=O)NC1CCCCCCC1	9
COc1ccc(N2C(=O)/C(=C/c3ccc(I)o3)SC2=S)cc1	9
CCOc1ccc(NC(=S)NC(NC(=O)c2ccc(Br)cc2)C(Cl)(Cl)Cl)cc1 (stereo unspecified)	-5
CC(C)OC(=O)c1c(NC(=O)c2cccs2)sc2c1CCCC2	7
CCCC1(O)CC(c2ccccc2)NC(c2ccccc2)C1C (stereo unspecified)	-25
CCN(CC)CCNC(=O)C1(c2ccccc2)CCOCC1	10
COc1cccc2cc(C(=O)OCC(=O)c3ccc([N+](=O)[O-])cc3)c(=O)oc12	2
O=C(CCN1C(=O)c2ccccc2C1=O)NC1CCCCCC1	13
(cont.)
SMILES	ER stress death
COc1ccccc1N(CC(=O)Nc1ccc(C(C)C)cc1)S(=O)(=O)c1ccccc1	11
Cc1ccc(P(=O)(c2ccc(C)cc2)C(C)(C)O)cc1	-2
CCOC(=O)c1c(NC(=O)c2ccc(Cl)cc2Cl)sc(C(=O)Nc2ccccc2C)c1C	2
O=C(Nc1ccccc1O)c1cccs1	-4
CC(=O)C(Sc1ccc(C)cc1)C(=O)c1ccccc1 (stereo unspecified)	6
O=C(c1nn2c(c1Cl)NC(c1ccco1)CC2C(F)(F)F)N1CCN(Cc2ccccc2)CC1 (stereo unspecified)	-2
Cc1ccc(NC(=O)CC2Nc3cc(C)c(C)cc3NC2=O)cc1 (stereo unspecified)	6
COc1ccc(N(CC(=O)Nc2ccc(C)c(C)c2)S(C)(=O)=O)cc1Cl	2
CCOc1ccc(C(=O)Nc2cccc(-c3nc4ncccc4o3)c2C)cc1Cl	1
O=C(/C=C/c1ccc(Br)cc1)NC(=S)N1CCOCC1	6
CN1C(=O)c2ccc(S(=O)(=O)c3ccc(C(=O)O)cc3)cc2C1=O	11
CCOC(=O)c1ccc2[nH]c3c(c2c1)CCCC3O (stereo unspecified)	-6
CC(=O)N1CCN(c2ccc(Cl)cc2[N+](=O)[O-])CC1C (stereo unspecified)	-12
COc1ccc(C(=O)CC(Sc2ccccc2NC(C)=O)c2cccc(Br)c2)cc1 (stereo unspecified)	-1
CCOc1ccccc1/C=N/NC(=O)c1ccccc1[N+](=O)[O-]	8
COc1ccc(N(C(=O)Nc2ccccc2Cl)C(CC(=O)C2CC2)c2ccccc2)cc1 (stereo unspecified)	16
O=C(NCCCO)/C(=C/c1ccc2c(c1)OCO2)NC(=O)c1ccc(Br)o1	7
COc1ccc(CCNC(=O)C(=O)NCCc2ccc(OC)c(OC)c2)cc1	8
Cc1cc(C=C2C(=O)c3ccccc3C2=O)c(C)n1-c1ccc(Cl)cc1	15
CCOC(=O)c1sc2nccc3c2c1N=CN3c1ccccc1	2
Cc1ccc2nc(-c3ccc(N=Cc4ccc(Cl)c([N+](=O)[O-])c4)cc3)sc2c1	-7
COc1ccc(C(=O)Nc2cccc(NC(=O)c3ccc(Cl)cc3Cl)c2)cc1	8
N/C(=C\C(=O)/C=C\c1ccccc1)C(Cl)(Cl)Cl	-2

This is a subset; rates above refer to the full screens.
